From PubChem BioAssay
STK33 inh: inhibitors of human STK33 kinase | Q9BYT3 | purified STK33, MBP phosphorylation, ADP-Glo luminescence | inhibition, % at 10 µM | 320,000 tested, 0.073% active;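 active means inhibition at or above 25%, using the most active replicate where run in duplicate; inactive means inhibition below 25%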
OX1R FRET antag: OX1R (human) antagonism | 330,000 tested, 1.8% active | OX1R-expressing cells, FRET antagonist read-out | inhibition, % at 6.6 µM; in the data active means inhibition mostly above about 38%, no sharp cut-off; inactive means mostly below about 40%;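 further: 0% = agonist challenge alone and 100% = reference antagonist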
KCNQ2 inh: KCNQ2 potassium channel inhibitors, primary screen, cell-based, CHO-K1, FluxOR thallium flux, B-score (AID 2156); O88943; 310,000 tested, 1.1% active; 20 min; active compounds read low; B-score at 10 µM;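 active means fluorescence ratio B-score at most minus 3 library SDs, with starting brightness B-score within 2 library SDs, cut at about -5.5 in these data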
Target sequence (O88943 whole entry, looked up): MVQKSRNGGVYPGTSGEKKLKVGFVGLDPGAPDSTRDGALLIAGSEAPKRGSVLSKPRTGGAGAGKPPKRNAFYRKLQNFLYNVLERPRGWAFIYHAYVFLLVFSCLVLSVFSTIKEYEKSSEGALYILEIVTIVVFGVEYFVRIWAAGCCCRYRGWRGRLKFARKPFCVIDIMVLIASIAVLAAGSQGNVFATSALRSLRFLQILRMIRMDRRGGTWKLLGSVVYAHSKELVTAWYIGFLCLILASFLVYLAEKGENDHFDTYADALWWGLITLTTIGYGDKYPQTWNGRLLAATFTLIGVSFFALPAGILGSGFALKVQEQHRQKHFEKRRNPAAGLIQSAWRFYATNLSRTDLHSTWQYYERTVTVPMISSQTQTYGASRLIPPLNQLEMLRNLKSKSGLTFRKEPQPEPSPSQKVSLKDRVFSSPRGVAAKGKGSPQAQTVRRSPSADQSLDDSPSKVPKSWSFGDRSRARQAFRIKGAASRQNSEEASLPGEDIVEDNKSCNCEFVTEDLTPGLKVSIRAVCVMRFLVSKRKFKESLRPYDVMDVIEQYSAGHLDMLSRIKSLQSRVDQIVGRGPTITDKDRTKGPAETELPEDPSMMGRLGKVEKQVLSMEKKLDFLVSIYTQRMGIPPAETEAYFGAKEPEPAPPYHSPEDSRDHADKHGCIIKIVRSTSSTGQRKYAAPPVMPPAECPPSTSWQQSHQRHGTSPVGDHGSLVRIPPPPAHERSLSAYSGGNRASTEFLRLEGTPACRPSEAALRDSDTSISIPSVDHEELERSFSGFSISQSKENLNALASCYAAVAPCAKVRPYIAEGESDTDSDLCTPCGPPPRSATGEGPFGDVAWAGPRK
The depositor's hits bear a star; i = inactive; . = not tested or not shown.

SMILES,STK33 inh,OX1R FRET antag,KCNQ2 inh
COc1cccc(-n2c(SC3CCOC3=O)nc3ccccc3c2=O)c1 (stereo not given),-1.8,13,i
CC(=O)Nc1ccc(S(=O)(=O)NC(CC(=O)N(C)Cc2ccccc2)C(C)C)cc1 (stereo not given),-2.8,14,i
COc1ccc(C(CNC(=O)COc2ccc([N+](=O)[O-])cc2)N2CCCCC2)cc1 (stereo not given),.,29,i
CCOc1ccc(NCc2ccccc2OCc2cccc(F)c2)cc1,-1.8,17,i
COc1cc(OC)c(-c2noc(C(=O)OC(C)(C)C)c2C(=O)OC(C)(C)C)c(OC)c1,-0.5,30,i
COc1ccc([N+](=O)[O-])cc1NC(=S)NC(=O)C(C)(C)C,-1.9,8,i
Cc1cccc(N2CCN(S(=O)(=O)c3cn(C)cn3)CC2)c1C,0.4,18,i
COc1nc(-c2ccccc2)cc(-c2ccc3c(c2)OCO3)c1C#N,-3.3,5,i
CCOC(=O)c1c(NC(=O)COC(=O)Cn2c(C(F)(F)F)nc3ccccc32)sc(C)c1C,0.4,22,i
CC(C)=NNc1nc2c(c(=O)n(C)c(=O)n2C)n1C,-1.3,7,i
COc1ccc2noc3c2c1C(=O)c1ccccc1-3,12,100*,i
COC(=O)c1cc(OC)c(OC)c(OC)c1[N+](=O)[O-],-0.4,9,i
O=C(NNC(=O)C1CCN(c2ncccn2)CC1)c1ccc(F)cc1,-0.4,-1,i
Cc1ccccc1C(=O)NCC(=O)NNC(=O)c1cccc(Cl)c1,-1.0,-7,.
COc1cc2sc(-c3ccc(S(C)(=O)=O)cc3)c(C#CCO)c2cc1OC,0.4,16,.
Cc1c(NC(=O)c2cccc(NC(=O)Cc3ccc(F)cc3)c2)c(=O)n(-c2ccccc2)n1C,0.3,6,.
O=C(O)c1cccnc1Sc1ccccc1,-0.2,-4,i
COc1ccc(CNC(=O)C(OC(=O)c2cccs2)C(C)C)cc1 (stereo not given),-0.1,10,i
Cc1ccc(C(C[N+](=O)[O-])Sc2ccc(N)cc2)cc1 (stereo not given),0.0,3,-9.4*
CC(=O)Nc1cccc(C(=O)N2CCN(S(=O)(=O)c3ccc4ccccc4c3)CC2)c1,-1.9,9,i
O=C(CSc1ccc(Cl)cc1)N1CCCC1,-0.8,16,i
NC(=O)c1ccc(NC(=O)CCCc2nc(-c3ccccc3Cl)no2)cc1,7.9,14,i
CCCCNc1nc(N(C)c2ccccc2)nc(-n2ccnc2)n1,-0.6,26,i
Cc1ccc(-c2nc(CC(=O)Nc3cccc(S(=O)(=O)NC4=NCCC4)c3)cs2)cc1,0.8,8,.
O=C(NC1CC1)C1=C[C@H](c2ccc(C(F)(F)F)cc2)C[C@H](OCCCCO)O1,-1.6,22,i
Cc1cc(C)nc(-n2ncc3c2CC(c2cccc(Cl)c2)CC3=O)n1 (stereo not given),-0.4,5,i
N#Cc1c(-n2cccc2/C=N/O)sc2c1CCCC2,-2.7,18,i
COc1ccc(CCN2C(=O)CN=C2Nc2ccc(F)cc2)cc1OC,-0.6,33,i
COc1ccc(N2CCN(c3cc(C)c4ccc(C)cc4n3)CC2)cc1,-0.5,16,i
CCCn1nc2ccccc2c1P(=N)(N1CCOCC1)N1CCOCC1,-1.3,14,i
COc1ccc(CNC(=S)Nc2cc(C)cc(C)c2)cc1,-5.6,17,i
CC(OC(=O)c1ccc2c(=O)n3c(nc2c1)CCCCC3)C(N)=O (stereo not given),-1.5,6,i
CCn1c(=N)n(CC(O)c2cccs2)c2ccccc21 (stereo not given),-1.4,14,i
COCC(=O)NCc1nc2ccccc2n1Cc1ccccc1F,-1.3,24,i
CCOc1ccc(/C=C/C(=O)Nc2ccccc2C(F)(F)F)cc1,-1.5,19,i
CC(C)CC(NC(=O)c1cccc(Cl)c1)C(=O)O (stereo not given),0.4,10,i
O=C(O)c1ccccc1SC1CC(=O)N(c2ccccc2)C1=O (stereo not given),-3.2,4,i
CCc1ccc(NC(=O)c2ccc(S(=O)(=O)NCc3cccnc3)cc2)cc1,-1.4,32,i
CC(=O)c1ccc(NC(=S)NCCc2ccccn2)cc1,-3.3,11,i
CCOc1ccccc1CNC(=O)C1CCN(c2nn3c(=O)cc(C)nc3s2)CC1,-1.2,14,i

KCNQ2 inh, what is marked active above.
SMILES,STK33 inh,OX1R FRET antag,KCNQ2 inh
Cc1ccc(C(C[N+](=O)[O-])Sc2ccc(N)cc2)cc1 (stereo not given),0.0,3,-9.4*

Seven entries drawn at random from the list so far:
SMILES,STK33 inh,OX1R FRET antag,KCNQ2 inh
O=C(CSc1ccc(Cl)cc1)N1CCCC1,-0.8,16,i
COc1ccc([N+](=O)[O-])cc1NC(=S)NC(=O)C(C)(C)C,-1.9,8,i
COc1cc2sc(-c3ccc(S(C)(=O)=O)cc3)c(C#CCO)c2cc1OC,0.4,16,.
N#Cc1c(-n2cccc2/C=N/O)sc2c1CCCC2,-2.7,18,i
Cc1cc(C)nc(-n2ncc3c2CC(c2cccc(Cl)c2)CC3=O)n1 (stereo not given),-0.4,5,i
O=C(O)c1cccnc1Sc1ccccc1,-0.2,-4,i
Cc1c(NC(=O)c2cccc(NC(=O)Cc3ccc(F)cc3)c2)c(=O)n(-c2ccccc2)n1C,0.3,6,.

Additional results
SMILES,STK33 inh,OX1R FRET antag,KCNQ2 inh
Cc1cccc2sc(N(CCCN(C)C)C(=O)c3ccco3)nc12,-0.3,2,i
CC(Nc1cccc2ccccc12)C(=O)N/N=C/c1ccc([N+](=O)[O-])cc1 (stereo not given),-0.1,7,i
COc1cc(NC(=O)CC2NCCNC2=O)cc(OC)c1 (stereo not given),-1.7,9,i
C=CCOc1ccc(CNc2ccc3[nH]c(=O)[nH]c3c2)cc1OCC,-0.3,112*,i
O=Cc1ccc(C(=O)OCC(=O)NCc2ccco2)cc1,-1.0,2,.
O=C(COC(=O)c1cc([N+](=O)[O-])ccc1N1CCOCC1)Nc1ccc(Cl)cn1,0.3,52*,i
COc1ccc(/C=C(\NC(=O)c2ccccc2)C(=O)OCC2CCCN3CCCCC23)cc1OC (stereo not given),0.0,15,i
COc1ccc(N(Cc2cc3cc(OC)ccc3[nH]c2=O)C(=O)C2CCCO2)cc1 (stereo not given),-1.5,15,i
CNC(=S)N/N=C(\C)c1ccc2c(c1)OCO2,-0.9,6,i
Cn1c(CNC(=O)c2ccco2)nnc1SCC(=O)Nc1cccc(Br)c1,-0.6,16,i
CN(C)C(=O)CSc1ncccc1-c1nc2ccccc2[nH]1,-0.9,6,i
COc1ccc(C2=NN(C(=O)CN3CCOCC3)C(c3nc4ccccc4[nH]3)C2)cc1 (stereo not given),-2.5,12,i
COc1cccc(-n2c(=S)[nH]c3c(oc4ccccc43)c2=O)c1,-2.1,6,i
Cc1ccccc1-c1nc(CS(=O)CC(=O)NCc2ccc3c(c2)OCO3)c(C)o1 (stereo not given),0.2,16,i
Cc1ccccc1C(=O)NC1CCN(CC(=O)Nc2ccc(N(C)C)cc2)CC1,0.3,0,i
O=C(N/N=C/c1cc([N+](=O)[O-])c(N2CCOCC2)cc1N1CCOCC1)c1cccnc1,0.0,41,i
COc1cccc(/C=C(/C(=O)OCC(=O)NCC2CCCO2)c2ccccc2)c1 (stereo not given),-0.5,17,i
O=C1CCC(c2ccccc2)(c2ccccc2)CC1,2.2,7,i
CCc1nc2ccc(C(=O)N3CCN(c4ccccc4F)CC3)cc2nc1CC,-0.4,9,i
CC(=O)Nc1cccc(N=NN2CCOCC2)c1,1.3,-1,i

Overlap with the part before: 2 entries; new compounds follow.
SMILES,STK33 inh,OX1R FRET antag,KCNQ2 inh
CCc1nc2ccc(C(=O)N3CCN(c4ccccc4F)CC3)cc2nc1CC,-0.4,9,i
CC(=O)Nc1cccc(N=NN2CCOCC2)c1,1.3,-1,i
CC12CCC(C(=O)N3CCc4ccccc43)(CC1=O)C2(C)C (stereo not given),-1.1,12,i
COc1ccc(-c2cc(=O)c3c(O)cc(O)cc3o2)cc1,-0.2,28,.
CCOc1ccc(NC(=O)C(=O)NCc2ccncc2)cc1,-1.2,7,i
COc1ccccc1NC(=O)CSc1nnc(Cc2cccn2C)n1-c1ccc(F)cc1,.,9,i
CCCCOc1ccccc1C(=O)N(Cc1ccc(C)o1)C1CCS(=O)(=O)C1 (stereo not given),0.8,1,i
NC(=O)c1ccccc1NC(=O)c1ccccc1F,-0.1,24,i
O=C(Nc1ncc([N+](=O)[O-])s1)c1ccccc1Br,0.1,43*,i
CN(C)C1C(=O)c2ccccc2C1=O,0.4,11,i
COCCn1c(CCc2ccccc2)n[nH]c1=S,-0.9,14,i
Cc1cccc2nc(CSc3nc4ccccc4o3)cn12,0.0,19,i
COc1ccc(OC)c(S(=O)(=O)NC2CC(=O)N(c3cccc(F)c3)C2)c1 (stereo not given),-0.3,16,i
CCN(C(=O)COC(=O)CNC(=O)C12CC3CC(CC(C3)C1)C2)C1CCS(=O)(=O)C1 (stereo not given),-0.4,15,i
C=CCNCCCOc1ccc(Cl)cc1C(C)(C)C,0.5,11,i
O=C(CNC(=S)N(CCCN1CCOCC1)Cc1cccs1)NCc1ccc(Cl)cc1,0.8,8,i
NC(=O)C1=C[C@@H](c2coc3ccccc3c2=O)C[C@@H](OCCCCO)O1,0.6,27,i
CNc1ncc(-c2nnnn2-c2ccccc2)c(-c2ccccc2)n1,1.1,7,i
COc1cc(C(=O)Nc2cccc(-n3cnnn3)c2)cc(Cl)c1OC,0.0,10,i
CCOCCc1nnc(NC(=O)Cc2ccc(Br)cc2)s1,-1.2,7,i
CCOC(=O)CNC(=O)CSc1nc(-c2ccc(OC)cc2)ns1,-0.1,3,i
C/C(=N\NC(=O)c1cccc(Br)c1)c1cccc(NC(=O)c2ccc(C)o2)c1,0.1,49,i
COc1cc(C(CCN2CCCCC2)c2c(OC)cc(OC)c3c(C)cc(=O)oc23)cc(OC)c1OC (stereo not given),-0.1,34,i
CC(C)Oc1ccc(C(=O)N2CCCc3ccccc32)cc1,1.7,9,i
Cc1c(CCCC(=O)O)sc(N)c1C(=O)c1cccc(C(F)(F)F)c1,-0.3,21,i
Oc1ccc(Br)cc1CNc1ccccn1,-1.7,20,i
CCN(CC)S(=O)(=O)c1cccc(C(=O)Nc2sc3c(c2C(N)=O)CCCC3)c1,-0.6,10,i
O=C(Nc1ccccc1)C1=C(O)CC(c2ccc(Cl)cc2)N2CCN=C12 (stereo not given),-0.1,6,i
C=CCOC(=O)C1=C(C)NC2(O)c3ccccc3C(=O)C12O (stereo not given),.,20,i
Cc1c(C(=O)N2CCc3ccccc3C2)oc2ccc(S(=O)(=O)N3CCCCCC3)cc12,-1.7,-3,i
CCN1CCc2nc3sc(C(=O)N4CCc5ccccc5C4)c(N)c3cc2C1,0.2,30,i
Cc1ccc(NC(=O)C2CCCN2S(=O)(=O)c2cccc3cccnc23)c(C)c1 (stereo not given),0.1,22,i
COc1ccc(OC)c(C(=O)Cn2nnc3ccccc3c2=O)c1,-1.0,-2,i
CC1(C)Cc2c(oc3ncn4ncnc4c23)CO1,1.3,18,i
N#Cc1ccc(NC(=S)NC(=O)C2CCCCC2)cc1,-0.9,16,.
COc1ccccc1C(=O)NNC(=O)C(=O)N1CCCCC1,-0.2,23,i
O=C(c1ccco1)N1CCN(c2nc(C(F)(F)F)nc3c2nnn3Cc2ccccc2)CC1,-1.2,5,i
COc1ccc(N2CCN(CC(=O)c3ccc(Cl)cc3)CC2)cc1,1.7,-6,i
Cc1cc(NC(=O)c2cccnc2)ccc1Br,0.5,7,i
CC1(C)CC(=O)N(CC(=O)O)c2ccccc2S1,-0.9,12,i
Cc1cc2nc(N3CCN(C(=O)c4ccco4)CC3)sc2cc1C,-0.6,7,i
Cn1c(NCc2ccccc2Cl)nc2ccccc21,-0.7,3,i
COc1ccc(C(=O)Nc2ccc(Cl)cn2)cc1S(=O)(=O)N1CCCC1,3.0,3,.
CCC1(C)NC(=O)N(CC(=O)N2CCN(c3cccc(Cl)c3)CC2)C1=O (stereo not given),-0.4,0,.
COc1ccc(S(=O)(=O)NCc2ccc3c(c2)cc(C)n3C)cc1,-2.0,-4,i
COCCNCc1ccccc1,0.2,0,i
CC1CCCN(CCC(=O)Nc2ccc(F)c(F)c2)C1 (stereo not given),-0.1,12,i
CCCNC(=O)NC(=O)COC(=O)/C=C/c1cc(Br)ccc1F,-1.1,12,i
